# Bioassay records deposited in PubChem BioAssay by several laboratories.
# NS3 helicase inh: HCV NS3 helicase inhibition; 290,000 tested, 0.56% active; NS3 helicase DNA unwinding, Cy5 molecular beacon fluorescence; inhibition, % at 10.9 µM;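 active means inhibition above the mean of all tested compounds plus 3 SD, set per campaign, cut at about 35% in these data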;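 further: 0% = DMSO wells and 100% = thioflavine S control wells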
#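 Compound dosing – single dose, 10.9 µM nominal final, DMSO 0.8% final · System – NS3 helicase fragment of HCV · Buffer or medium – MOPS pH 6.5, MgCl2, DTT, Tween20, BSA · Signal – Cy5 beacon fluorescence read at start and 1 h · Also added – annealed dual-labelled DNA beacon duplex, ATP-started · Schedule – 1 h at 25 °C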
# IMP-1 inh: inhibitors of Pseudomonas aeruginosa IMP-1 metallo-beta-lactamase; 290,000 tested, 0.45% active; purified IMP-1, nitrocefin hydrolysis, epi-absorbance fluorescence; AID 1556; inhibition, % at 5.6 µM;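 active means inhibition above the mean plus 3 SD of all compounds in the same screening run, cut at about 4.5% in these data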;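 further: 0% = IMP-1 with DMSO and 100% = DMSO wells lacking enzyme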
#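 System – purified recombinant IMP-1 beta-lactamase · Input – IMP-1 dispensed at 0.2 nM · Timing – 15 min preincubation plus 25 min reaction at 25 °C · Signal – Epi-absorbance fluorescence, 480 nm excitation, 530 nm emission · Measure – percent IMP-1 inhibition derived from blank-referenced optical density · Controls – Enzyme-plus-DMSO low control, enzyme-free DMSO high control · Replication – singlicate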
# VIM-2 inh: inhibitors of Pseudomonas aeruginosa VIM-2 metallo-beta-lactamase | 290,000 tested, 0.89% active | purified VIM-2, nitrocefin hydrolysis, epi-absorbance fluorescence | inhibition, % at 5.6 µM;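 active means inhibition above the mean of all tested compounds plus 3 SD, cutoff set per screening run, cut at about 7.5% in these data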;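 further: red hydrolysis product quenches plate fluorescence so inhibitors raise well fluorescence; 0% = enzyme with DMSO and 100% = DMSO without enzyme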
# SUMO HTRF inh: blocks human SUMOylation mediated by UBC9 | 290,000 tested, 0.36% active | AID 2006 | HTRF SUMOylation assay, SAE1/SAE2 + UBC9, in vitro | inhibition, % at 35 µM | P63279; in the data active means inhibition above about 50%, passing the limit was not always enough; further: strong numbers were not always called active
# pCIP destab: compounds decreasing mouse p/CIP protein stability | F442A p/CIP-EGFP cells, EGFP fluorescence, 16 h | Q05BA5 | decrease of EGFP signal, % at 10 µM | 290,000 tested, 0.01% active;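 active means EGFP signal decrease of at least 30% at 10 µM or well 3 SD below plate mean, unless failing retest; inactive means the rest, including hits failing retest or dose response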; further: some compounds called inactive have numbers as strong as hits; many of its hits are not listed in these tables
# Target sequence (Q05BA5 1-1403): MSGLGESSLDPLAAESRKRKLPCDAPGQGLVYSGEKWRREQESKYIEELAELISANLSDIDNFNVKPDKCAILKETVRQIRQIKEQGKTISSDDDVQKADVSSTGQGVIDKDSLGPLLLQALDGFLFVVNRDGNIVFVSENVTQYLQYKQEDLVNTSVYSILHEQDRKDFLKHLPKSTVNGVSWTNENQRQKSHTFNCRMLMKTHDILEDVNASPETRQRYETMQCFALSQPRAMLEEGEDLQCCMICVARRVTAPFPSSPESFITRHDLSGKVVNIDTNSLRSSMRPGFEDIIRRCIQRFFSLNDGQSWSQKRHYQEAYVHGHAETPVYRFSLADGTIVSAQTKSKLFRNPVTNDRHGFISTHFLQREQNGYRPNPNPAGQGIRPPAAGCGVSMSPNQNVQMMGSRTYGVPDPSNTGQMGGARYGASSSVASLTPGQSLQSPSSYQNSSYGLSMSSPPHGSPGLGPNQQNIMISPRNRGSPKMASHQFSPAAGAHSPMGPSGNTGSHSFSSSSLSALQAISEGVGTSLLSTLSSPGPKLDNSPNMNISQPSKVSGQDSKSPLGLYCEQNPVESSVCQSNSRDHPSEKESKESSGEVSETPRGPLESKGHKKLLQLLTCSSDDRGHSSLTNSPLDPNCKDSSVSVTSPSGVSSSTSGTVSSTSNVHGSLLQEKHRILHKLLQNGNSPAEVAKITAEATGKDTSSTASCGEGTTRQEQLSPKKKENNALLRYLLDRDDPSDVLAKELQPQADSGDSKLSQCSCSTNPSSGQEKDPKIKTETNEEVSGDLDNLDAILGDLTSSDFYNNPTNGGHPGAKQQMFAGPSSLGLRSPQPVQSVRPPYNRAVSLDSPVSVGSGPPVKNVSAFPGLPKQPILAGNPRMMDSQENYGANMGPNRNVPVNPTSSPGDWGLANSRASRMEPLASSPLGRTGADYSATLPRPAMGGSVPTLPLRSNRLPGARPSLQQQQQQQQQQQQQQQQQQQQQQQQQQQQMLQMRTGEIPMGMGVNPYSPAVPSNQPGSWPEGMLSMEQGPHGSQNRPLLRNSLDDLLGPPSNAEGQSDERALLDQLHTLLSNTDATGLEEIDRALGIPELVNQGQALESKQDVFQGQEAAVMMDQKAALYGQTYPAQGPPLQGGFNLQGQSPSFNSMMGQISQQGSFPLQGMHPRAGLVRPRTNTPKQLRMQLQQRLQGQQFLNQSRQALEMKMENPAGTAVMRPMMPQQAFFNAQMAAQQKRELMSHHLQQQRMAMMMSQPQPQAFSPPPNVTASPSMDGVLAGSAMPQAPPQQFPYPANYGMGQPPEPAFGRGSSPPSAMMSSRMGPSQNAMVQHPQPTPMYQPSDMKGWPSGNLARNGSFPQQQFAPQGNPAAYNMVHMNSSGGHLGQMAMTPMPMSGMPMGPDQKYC
# PfM18AAP inh: blocks P. falciparum M18 aspartyl aminopeptidase | recombinant PfM18AAP, H-Glu-NHMec fluorogenic cleavage | inhibition, % at 7.35 µM | 290,000 tested, 1.2% active | AID 1822;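 active means inhibition above the campaign mean inhibition over all tested compounds plus 3 SD, cut at about 28% in these data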;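 further: 0% = plate median of test compound wells and 100% = 2 mM ZnCl2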
# DNA FID counter: fluorescent intercalator displacement, NS3 helicase counter-screen. DNA fluorescent intercalator displacement, fluorescence. inhibition, % at 7.9 µM. 290,000 tested, 0.17% active. AID 1845; in the data active means inhibition above about 37%;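 further: 0% = vehicle and 100% = reference compound; higher means more ethidium bromide displaced from hairpin DNA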
# IDE cell activ: activators of human insulin-degrading enzyme in cells. P14735. HEK cells, FAbeta-B cleavage, fluorescence polarization; 0% vehicle, 100% cell-free pure enzyme wells. activation, % at 5.96 µM. 340,000 tested, 0.073% active;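 active means activation above the mean of all tested compounds plus 3 SD, set per screening campaign, cut at about 17% in these data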
# IDE cell inh: inhibits human insulin-degrading enzyme in HEK cells. FAbetaB cleavage, fluorescence polarization. inhibition, % at 5.59 µM. 320,000 tested, 0.41% active. AID 434962;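 active means percent inhibition above the average of all tested compounds plus 3 SD, set per screening campaign, cut at about 16% in these data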;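 further: IDE supplied by intact live HEK cells; FP after avidin binding of uncleaved biotin substrate so inhibition keeps polarization high; 0% = DMSO wells and 100% = 60 µM reference IDE inhibitor Ii1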
# Starred values were filed as active, the others as inactive; · = no result given.
SMILES,NS3 helicase inh,IMP-1 inh,VIM-2 inh,SUMO HTRF inh,pCIP destab,PfM18AAP inh,DNA FID counter,IDE cell activ,IDE cell inh
CN(C)S(=O)(=O)c1ccc(C(=O)NC2CCCc3ccccc32)cc1 (configuration not stated),-1,-1.8,-0.1,-2,5,0,-14,0,7
Cc1ccccc1OCC(=O)N/N=C/c1ccc(N(C)C)cc1,0,-3.2,-4.0,16,-6,-8,-8,3,6
O=C(O)COc1ccccc1/C=N/NC(=O)CSc1nc2ccccc2n1Cc1ccccc1,-19,-0.3,-2.9,11,3,12,-22,1,-1
COc1cc(CNC2CCCCC2OC)cc(OC)c1 (configuration not stated),-9,-1.7,-1.4,1,-17,3,9,-2,-2
COC(=O)c1ccc(/C=N/Nc2nc(C)c(C)s2)cc1,5,-1.4,-1.4,10,-2,-8,1,-2,3
COc1ccc(C(=O)CCC(=O)Nc2cc(Cl)c(O)c(Cl)c2)cc1,7,-1.4,-1.0,-14,8,9,-8,7,1
COc1ccc(CC2SC(=Nc3ccc(F)cc3)NC2=O)cc1 (configuration not stated),0,-2.6,0.6,4,-11,1,-22,-5,-5
O=c1[nH]nc(Cc2ccccn2)c2ccccc12,-2,-1.3,0.2,19,0,1,0,-1,2
COc1ccc(/C=C/C(=O)OCC(=O)Nc2ccc(Cl)c(S(=O)(=O)N(C)C)c2)cc1OC,-10,-3.5,-1.2,1,-5,5,-21,-3,-3
O=C(/C=C/NCc1ccc(F)cc1)c1ccccc1,-5,-1.4,-1.3,-9,-2,-6,-14,2,3
O=C(Nc1cccc(O)c1)c1cccc(S(=O)(=O)Nc2cccc(O)c2)c1,0,-7.9,-1.9,-7,-10,-5,-1,5,0
Cc1cccc(NC(=O)CSCC(=O)Nc2nnc(C3CC3)s2)c1,3,-5.6,-4.0,12,-14,-2,-8,0,3
CN1CCN(C2CCCCCC2)CC1,1,-1.3,-3.5,-7,7,-2,0,5,7
Cn1cccc1/C=C1\SC(=Nc2cccc(O)c2)NC1=O,0,-2.5,-1.8,10,1,2,-14,-5,9
COc1ccc(C(c2nnnn2CCc2ccccc2)N2CCN(C)CC2)cc1OC (configuration not stated),8,-0.8,1.8,-2,-11,-13,10,0,·
CCC(=O)NC(=S)Nc1ccc(-c2nc3ccccc3s2)cc1,-2,-2.1,-3.3,5,0,-3,-3,0,-4
COc1ccc(-c2nc(CS(=O)CC(=O)NC3CCCC3)c(C)o2)cc1 (configuration not stated),1,-2.0,-1.5,13,6,0,-37,5,1
COCCCNC(=O)Cn1nc(-c2ccccc2OC)ccc1=O,-5,-2.3,-4.2,7,-14,-1,-2,-6,5
Nn1c(SCC(=O)Nc2ccc3c(c2)OCCO3)nnc(CCC(=O)O)c1=O,2,-1.4,-0.1,-1,-6,-3,-2,5,5
CN(C)c1cc(NC(=O)CN2CCCC2)c2ccccc2n1,11,-1.8,0.1,21,-18,-14,55*,-1,-2
CC(C)C(=O)N=C1NC(=O)CS1,-4,1.7,-2.8,-13,4,11,0,2,-1
COC(=O)c1ccc(OC)c(CSc2nnc(COc3ccc(Cl)cc3)o2)c1,3,-8.3,-0.6,-21,-2,-2,-6,5,4
CN=c1c([N+](=O)[O-])nn(-c2ccc3c(c2)OCCO3)n1O,1,-0.8,0.0,-5,-7,0,-2,4,4
O=c1c(=O)n(O)c2ccccc2n1O,2,11*,3.8,19,7,-1,3,2,5
O=C(COC(=O)c1ccc(Cl)nc1)NCc1ccco1,3,-1.8,-1.1,16,-2,0,0,1,5
CCCCn1c(N)c(N(CC(C)C)C(=O)CN(C)Cc2cccc(OC)c2)c(=O)[nH]c1=O,6,-3.3,-1.1,13,-11,-3,2,6,-3
CCc1cc(CNC(=O)c2cc(COc3ccc(C)nc3)on2)on1,2,-1.5,-1.9,-9,-1,4,-14,5,3
COc1ccc(Cc2nnc(NC(=O)c3cc(OC)cc(OC)c3)s2)cc1,-16,1.5,-2.0,4,10,-15,-25,5,-1
Oc1ccc(N2CCN(c3ccnc4cc(Cl)ccc34)CC2)cc1,-14,-3.0,-0.9,-3,-5,38*,-8,-6,13
CCOC(=O)/C(C#N)=C/C1=C(N2CCCC2)CC(C)(CC)OC1 (configuration not stated),3,-3.4,-1.5,9,2,-15,-11,5,-2
O=C1CCc2cc(S(=O)(=O)NCCCC(=O)N3CCN(Cc4ccc5c(c4)OCO5)CC3)ccc2N1,-5,-0.4,-0.2,-4,12,6,-12,1,-1
CCc1ccc(-n2c(=O)c3ccccc3n(CC(=O)C(C)(C)C)c2=O)cc1,-5,-0.1,1.8,8,-7,-14,-2,1,4
O=C(O)c1ccc(NC(=O)c2cn(-c3ccccc3)nc2-c2ccc(Br)cc2)cc1,-28,-1.1,-1.5,21,0,3,-12,1,2
Cc1ccc(S(=O)(=O)N2CCN(C(=O)N3CCCC3)CC2)cc1,-1,-2.8,-1.0,5,5,1,-18,2,0
CCn1c(SCC(=O)N/N=C/c2ccc(C)o2)nnc1-c1ccc(C(C)(C)C)cc1,5,-5.0,-3.5,-1,-24,5,-32,1,-6
Cc1ccc(OCc2ccc(C(=O)N3CCCC3)o2)c([N+](=O)[O-])c1,-5,-3.2,-1.3,-11,8,4,-21,7,0

# Single records (already shown). Screens in order: NS3 helicase inh, IMP-1 inh, VIM-2 inh, SUMO HTRF inh, pCIP destab, PfM18AAP inh, DNA FID counter, IDE cell activ, IDE cell inh
# `CCCCn1c(N)c(N(CC(C)C)C(=O)CN(C)Cc2cccc(OC)c2)c(=O)[nH]c1=O` reads 6, -3.3, -1.1, 13, -11, -3, 2, 6, -3
# `CCn1c(SCC(=O)N/N=C/c2ccc(C)o2)nnc1-c1ccc(C(C)(C)C)cc1` reads 5, -5.0, -3.5, -1, -24, 5, -32, 1, -6
# `Oc1ccc(N2CCN(c3ccnc4cc(Cl)ccc34)CC2)cc1` reads -14, -3.0, -0.9, -3, -5, 38*, -8, -6, 13
# `CCc1cc(CNC(=O)c2cc(COc3ccc(C)nc3)on2)on1` reads 2, -1.5, -1.9, -9, -1, 4, -14, 5, 3

# The results go on.
SMILES,NS3 helicase inh,IMP-1 inh,VIM-2 inh,SUMO HTRF inh,pCIP destab,PfM18AAP inh,DNA FID counter,IDE cell activ,IDE cell inh
CCC1(C)CC(C(CC(=O)O)c2ccc(C)cc2)CCO1 (configuration not stated),-15,-2.2,1.2,11,-10,-5,-12,-1,2
COc1ccccc1N1CCN(CC(O)c2c(C)[nH]c3ccccc23)CC1 (configuration not stated),-3,-2.4,-1.4,19,-8,-2,0,1,-1
Cc1ccc(CNC(=O)CCC(=O)N2CC(C)Oc3ccccc32)cc1 (configuration not stated),-1,-4.0,-4.4,7,-8,1,-32,5,4
CC[n+]1c(/C=C2\C=C(C)CC(C)(C)C2)sc2ccccc21,4,-1.1,-2.0,5,-5,16,-19,0,5
C=CCn1c(COc2ccccc2C)nnc1SCC(=O)O,1,-0.1,-5.5,-8,-5,-5,-15,2,1
On1c(-c2ccc(Cl)cc2Cl)nc2ncccc21,-3,-3.2,-1.4,50,3,0,-5,3,2
O=C(CCc1nnc2ccc(N3CCC4(CC3)OCCO4)nn12)NCc1ccccc1Cl,-12,0.3,-5.9,-2,7,-2,-39,2,8
CCn1c2ccccc2c2cc(NC(=O)CSc3nnc(-c4ccc(OC)cc4)n3N)ccc21,-32,-1.8,-1.2,10,1,10,-16,6,3
COc1ccc(CN(C)S(=O)(=O)c2nnc(NC(=O)c3cccc(C)c3)s2)cc1OC,-20,-0.2,-2.5,6,-20,-3,-48,1,2
CC(NC(=O)COC(=O)CCc1nc2ccccc2c(=O)[nH]1)c1ccccc1 (configuration not stated),-5,-2.0,-2.4,0,3,1,-6,8,-5
COc1ccc(C(C(=O)NC2CCCCC2)N(C(=O)c2ccco2)c2ccccc2C(C)=O)cc1OC (configuration not stated),9,0.1,-0.4,-4,16,-6,-40,2,4
CCc1ccc(C2NC(=S)NC3=C2C(=O)CCC3)cc1 (configuration not stated),10,-2.8,-0.3,-7,-9,1,-3,7,1
O=C(CSc1nnnn1Cc1ccccc1)NC1CCCCC1,9,-1.9,-1.2,15,1,-10,-9,-1,1
O=C(O)c1cnc(-c2ccccc2)nc1Sc1ccccc1Cl,27,-1.2,-1.4,-24,1,-7,-35,0,3
Cc1cc2oc3c(c(=O)c2cc1C)C(c1cccc(Br)c1)N(Cc1ccco1)C3=O (configuration not stated),2,-1.8,-3.2,13,-7,-3,-5,-1,-1
Cc1cccc(-n2c(CNC(=O)COc3ccccc3)nnc2SCC(=O)Nc2nccs2)c1,-2,-1.5,-3.6,-14,0,3,-6,5,-1
O=c1cc(-c2ccccc2)nc(SCc2ccc(F)cc2)[nH]1,-2,-4.5,-2.0,25,-5,-2,-2,7,3
Cc1ccc2nc(SCC(=O)N/N=C/c3ccc(C(=O)O)cc3)cc(C)c2c1,0,-5.2,0.1,13,8,7,-7,-4,5
C=CCC1(CC=C)CCCN1C(=O)Cn1nnnc1CN(C)C(C)C,-4,-0.2,0.3,0,5,-4,-8,6,4
COc1ccc(-c2noc(-c3ccccc3C(=O)N3CCOCC3)n2)cc1,-7,-3.5,-0.9,15,-6,-3,-16,-5,5
CCCCNCC(=O)Nc1ccc(NC(=O)CNCCCC)cc1,-5,-1.6,-1.1,28,-18,-11,-10,1,0
Cc1nnc(SCC(=O)Nc2ncc(Cl)cc2Cl)n1Cc1ccccc1,3,-3.4,-6.5,6,2,-5,-17,4,-3

# Quoted at random: 2 entries already listed.
SMILES,NS3 helicase inh,IMP-1 inh,VIM-2 inh,SUMO HTRF inh,pCIP destab,PfM18AAP inh,DNA FID counter,IDE cell activ,IDE cell inh
COc1ccc(/C=C/C(=O)OCC(=O)Nc2ccc(Cl)c(S(=O)(=O)N(C)C)c2)cc1OC,-10,-3.5,-1.2,1,-5,5,-21,-3,-3
CCOC(=O)/C(C#N)=C/C1=C(N2CCCC2)CC(C)(CC)OC1 (configuration not stated),3,-3.4,-1.5,9,2,-15,-11,5,-2
